# Screening data from PubChem BioAssay.
# GPT2 inhibitor – Primary qHTS assay for inhibitors of Glutamate pyruvate transaminase 2 (GPT2); 100,000 compounds, 0.25% hits; AID 1671188, 2021; Potency, µM (doses to about 57.7 µM), for inactives: top-dose activity change, negative = inhibition, actives largely listed as inhibitors; Recombinant GPT2, coupled pyruvate oxidase/HRP Amplex Red fluorescence; further: potency means the concentration at half of the fitted maximal effect; nearly all actives have a fitted effect of over 60% in size; many of its hits are not listed in these tables
# Target sequence (Q8TD30 whole entry, looked up): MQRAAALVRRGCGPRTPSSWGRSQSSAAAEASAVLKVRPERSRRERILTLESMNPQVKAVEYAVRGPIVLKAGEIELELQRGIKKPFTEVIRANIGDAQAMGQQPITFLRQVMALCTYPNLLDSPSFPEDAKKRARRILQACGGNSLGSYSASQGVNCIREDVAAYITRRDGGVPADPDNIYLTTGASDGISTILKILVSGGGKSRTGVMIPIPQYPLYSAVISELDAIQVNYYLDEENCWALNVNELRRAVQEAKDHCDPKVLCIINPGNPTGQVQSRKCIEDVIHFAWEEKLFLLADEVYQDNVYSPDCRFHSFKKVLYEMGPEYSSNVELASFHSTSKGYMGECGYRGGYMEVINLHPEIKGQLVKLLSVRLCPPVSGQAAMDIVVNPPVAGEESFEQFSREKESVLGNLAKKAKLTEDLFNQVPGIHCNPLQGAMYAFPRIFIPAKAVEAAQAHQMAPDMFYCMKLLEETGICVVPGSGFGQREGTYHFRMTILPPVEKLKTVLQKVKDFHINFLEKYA
#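 Recombinant GPT2 (10ng/uL) with 250uM a-KG and 2mM L-alanine, 30 min at room temperature, in HEPES pH 7.5 buffer. Pyruvate detected by pyruvate oxidase/HRP/Amplex Red fluorescence after 30 min in the dark; AOA (50uM) as positive control.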
# HEK293 viab – GF-AFC viability counterscreen for inhibitors of alpha-synuclein gene (SNCA) expression. HEK-293-SNCA-luc viability, GF-AFC fluorescence, 24 h. Potency, µM (highest dose often 57.1 µM), inactives show at the top dose activity change, negative = cytotoxicity, actives largely listed as cytotoxic. 150,000 compounds, 0.12% hits. AID 1671193, 2021;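 further: potency means the concentration at half of the fitted maximal effect; 0% = DMSO-treated cells and -100% = medium-only wells without cells; nearly all actives have a fitted effect of over 30% in size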
#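 Cytotoxicity counterscreen: after 24 h compound treatment of genome-edited SNCA-luciferase HEK-293 cells, live-cell protease substrate GF-AFC read by fluorescence after 30 min; activity scaled between DMSO (0%) and medium-only (-100%), curves Hill-fitted.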
# IP6K1 inh – Primary qHTS assay for small molecule inhibitors of Inositol hexaphosphate kinase 1 (IP6K1) | activity change, % (series mostly up to about 58 µM) | 140,000 compounds, 0.81% hits | IP6K1 kinase, ADP-Glo luminescence, 2 h; stronger effect = lower value; in the data active means activity change below about -25%
#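 ADP-Glo luminescence measures ADP made by human IP6K1 during a 2 h RT reaction with ATP/IP6 (mix at 1.3 mM/130 uM); top library doses 57.5 and 19.1 uM final.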
# NIH3T3 tox – Cytotoxic Profiling in NIH 3T3 Cell Line of Diverse Libraries Using Quantitative High-Throughput Screening | NIH 3T3 viability, CellTiter-Glo ATP luminescence, 48-72 h | Potency, µM (series often up to 96.7 µM), without a hit: at the highest dose activity change, negative = cytotoxicity, usual class: inhibitors | 94,000 compounds, 4.3% hits; further: potency means the concentration at half of the fitted maximal effect; nearly all actives have a fitted effect of over 55% in size
#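 Cytotoxicity was measured by CellTiter-Glo ATP luminescence after 48 or 72 h compound exposure at 37 °C. Mouse NIH 3T3 fibroblasts were seeded at 400 cells/well and dosed by 23 nL pin transfer.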
# HEK293 tox – Cytotoxic Profiling in HEK 293 Cell Line of Diverse Libraries Using Quantitative High-Throughput Screening. Potency, µM (titrated, usually from 115 µM), without a hit: at the top dose activity change, negative = cytotoxicity, most hits filed as inhibitors. HEK 293 viability, ATP luminescence (CellTiter-Glo), 48-72 h. AID 1345083, 2018. 94,000 compounds, 6.6% hits; further: potency means the concentration at half of the fitted maximal effect; nearly all actives have a fitted effect of over 60% in size
#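 qHTS cytotoxicity; HEK 293, 250 cells/well; compound pinned; 48 or 72 hr, 37 degree Celsius, 5% CO2, 95% humidity; CellTiter-Glo, 10 min RT; luminescence (ATP).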
# SNCA expr inh – Primary qHTS assay for inhibitors of alpha-synuclein gene (SNCA) expression. HEK-293 SNCA-luciferase knock-in, luminescence, 24 h. Potency, µM (titrated, usually from 57.2 µM), without a hit: top-dose activity change, negative = inhibition, most hits filed as inhibitors. 140,000 compounds, 0.17% hits;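 further: potency means the concentration at half of the fitted maximal effect; plate controls were DMSO cells for no effect and cell-free wells for full effect; nearly all actives have a fitted effect of over 45% in size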
# Luciferase inh – Firefly luciferase inhibition profiling of diverse chemical library using quantitative high-throughput screening; Potency, µM (doses to about 115 µM), for the others: top-dose activity change, negative = inhibition, hits mostly inhibitors; 76,000 compounds, 2.5% hits; Luciferin 4-monooxygenase (Photinus pyralis), P08659; purified P. pyralis luciferase, luminescence, biochemical; further: potency means the concentration at half of the fitted maximal effect; nearly all actives have a fitted effect of over 65% in size
# Target sequence (P08659 whole entry, looked up): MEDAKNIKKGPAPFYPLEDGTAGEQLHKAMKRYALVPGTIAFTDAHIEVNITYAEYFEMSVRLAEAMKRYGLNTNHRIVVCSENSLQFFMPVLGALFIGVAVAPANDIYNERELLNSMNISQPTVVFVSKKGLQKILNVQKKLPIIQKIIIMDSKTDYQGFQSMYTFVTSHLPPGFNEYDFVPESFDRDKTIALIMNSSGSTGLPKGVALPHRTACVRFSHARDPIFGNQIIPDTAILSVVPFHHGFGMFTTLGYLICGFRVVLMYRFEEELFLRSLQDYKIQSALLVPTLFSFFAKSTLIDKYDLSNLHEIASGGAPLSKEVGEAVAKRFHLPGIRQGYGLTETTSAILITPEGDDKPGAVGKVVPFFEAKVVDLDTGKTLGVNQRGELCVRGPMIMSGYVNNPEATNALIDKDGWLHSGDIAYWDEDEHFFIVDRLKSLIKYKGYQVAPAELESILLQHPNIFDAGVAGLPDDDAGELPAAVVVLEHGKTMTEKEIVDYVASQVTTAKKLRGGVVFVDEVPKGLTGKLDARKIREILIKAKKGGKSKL
#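 Purified 10nM P. pyralis luciferase with 10uM D-luciferin and 10uM ATP in 50mM Tris acetate pH 7.5, 10mM Mg acetate, 0.01% Tween-20, 0.05% BSA. qHTS titration; luminescence read by CCD imager.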
# The depositor's hits bear a star; i = inactive; ? = inconclusive; · = no result given; [ ] = remark or other dose. Unless noted, the call rests on the fitted dose curve; in most records, active means well fitted curve in the direction sought with a large enough effect; inconclusive means small, poorly fitted or top-dose-only effect, or another doubt; inactive means no such curve, though single readings can be large; an effect the other way counts as inactive or inconclusive. Unless noted, on the % scale 0 is the no-effect control and ±100 the full control effect.
# The line under a structure holds: GPT2 inhibitor	SNCA expr inh	NIH3T3 tox	IP6K1 inh	Luciferase inh	HEK293 viab	HEK293 tox
> Cn1ccc(C(=O)N2CCC(c3nnc4n3C(C(=O)NCCc3ccc(Cl)cc3)CC4)CC2)n1 (centres undefined)
→ 1%	27%	i	-4	·	1%	3%
> COc1ccc(C(=O)NCc2nnc(SCC(=O)Nc3ccccc3)n2-c2ccccc2)cc1
→ ·	-11%	·	-8	·	-15%	·
> Cc1ccc(CCN2CCCC3(Cc4ccccc4CN([S+](C)(=O)[O-])C3)C2)cc1 (centres undefined)
→ -3%	-9%	-18%	1	·	-2%	?
> Cc1[nH]c(C=C2C(=O)Nc3ccc(S(=O)(=O)Cc4c(Cl)cccc4Cl)cc32)c(C)c1C(=O)N1CCC[C@H]1CN1CCCC1
→ -1%	?	·	·	·	-17%	·
> CC1=CC(=O)C[C@H]2[C@@H]1CC[C@@H](C)[C@]21CO[C@H](c2ccoc2)C1=O
→ -7%[27.3 µM]	·	·	2	·	-6%	·
> O=C(NC1CCN(c2cc(-c3ccccc3)[nH]n2)CC1)c1ccc(Cl)cc1
→ 5%	1%	20µM*	23	-3%	10%	?
> O=C(Nc1ccc2nc(SCC(=O)N3CCOCC3)sc2c1)c1cccc(Cl)c1
→ ·	0%	·	10	·	?	·
> CC(C)(O)[C@H]1CC[C@@](C)([C@H]2[C@@H](O)C[C@@]3(C)[C@@H]4C[C@H](O[C@@H]5O[C@H](CO)[C@@H](O)[C@H](O)[C@@H]5O)[C@H]5C(C)(C)[C@@H](O[C@@H]6OC[C@@H](O)[C@H](O)[C@@H]6O)CC[C@@]56C[C@@]46CC[C@]23C)O1
→ 3%	-13%	·	·	·	7%	·
> COc1ccc(C(=O)c2sc(Nc3ccccc3)nc2N)cc1
→ ·	52%[activator]	·	25	·	-18%	·
> CN(C)c1cccc(C(=O)N2CCC3(CC2)N=C(c2ccccc2)NO3)c1
→ i	-7%	-11%	-5	?	4%	-30%
> C=C1C(OC(C)=O)C(=O)C2C(C)(C)C(OC(C)=O)CCC2(C)C1CC(OC(C)=O)/C(C)=C/COC(C)=O (centres undefined)
→ i	·	·	12	·	-9%[23.9 µM]	·
> CCCS(=O)(=O)c1ncc(Cl)c(C(=O)N(Cc2ccccc2)Cc2ccco2)n1
→ ·	?	·	11	·	?	·
> Cc1nc2c(c(-c3ccc(O)cc3)n1)CN(C(=O)c1ccc(F)cc1)CC2
→ 4%	0%	-24%	-7	-9%	-4%	?
> COc1ccccc1N1CCN(C(CNC(=O)C(=O)NCc2ccc(C)cc2)c2cccnc2)CC1 (centres undefined)
→ ·	?	·	12	·	-2%	·
> O=C(c1ccc2nc(-c3ccc(F)cc3)cn2c1)N1CCC(F)CC1
→ 3%	85%[activator]	-26%	-4	-18%	-7%	?
> CN1C(=O)C2(CCN(C(=O)c3ccccc3)C2)c2ccccc21 (centres undefined)
→ i	24%[87.6 µM]	-22%[138 µM]	-2	4%[172 µM]	-3%[87.6 µM]	-27%[172 µM]
> COc1ncccc1-c1nc(-c2c(C)noc2C)cc2[nH]c(C)cc12
→ -6%[88.5 µM]	71%[activator][87.6 µM]	?	-2	-1%[172 µM]	-4%[87.6 µM]	?
> O=C1NCCOCCN(C(=O)Nc2ccc3c(c2)OCCO3)[C@@H]2CCCC[C@H]12
→ i	73%[activator]	-2%	-1	16µM*	-7%	-1%
> Cc1ccccc1CNC(=O)[C@H]1CN(Cc2ccccc2)C[C@H]1C(=O)O
→ i	-3%	-26%	6	-16%	4%	?
> Cc1cc(C(=O)NC2CCCN(c3ccnc4ccnn34)C2)ccc1Cl (centres undefined)
→ -5%	31%[activator]	?	18	·	?	?
> O=C(COCc1ccccc1)N1CC[C@H]2COC(=O)N2c2cc(F)ccc2C1
→ -11%[88.5 µM]	-16%[87.6 µM]	-13%[174 µM]	-1	5%[172 µM]	2%[87.6 µM]	-2%[172 µM]
> CC(C)=CCC(O)[C@](C)(O)C1[C@H](O)C[C@@]2(C)C3CC=C4C(C[C@H](O)[C@@H](O[C@@H]5O[C@H](CO)[C@@H](O)[C@H](O)[C@H]5O)C4(C)C)[C@]3(C)C(=O)C[C@]12C (some centres undefined)
→ i	·	·	0	·	12%[23.9 µM]	·
> O=C(NCC1CCN(Cc2cccc(Cl)c2)CC1)Nc1ccc(F)c(Cl)c1
→ ·	?	·	21	·	6%	·
> COc1cc(OC)c(NC(=O)CCn2cnc3onc(-c4ccc(F)cc4)c3c2=O)cc1Cl
→ ·	-2%	·	2	·	0%	·
> CCOC(=O)c1ccc(Nc2c(-c3ccc(OC)cc3)nc3nc[nH]n23)cc1
→ ·	0%	·	-7	·	-21%	·
> CCN1c2cc(C(=O)Nc3ccc(F)cc3)ccc2C(=O)N2CCCCCC21 (centres undefined)
→ -6%	31%[activator]	?	15	-17%	-2%[12.5 µM]	?
> CC1=C[C@@H](CNCc2ccc(Cl)cc2)[C@H](C(C)C)C[C@H]1Cc1nnc(-c2cncn2C)o1
→ i	12%	40µM*	-2	-14%	-28%	79µM*
> CCc1ccc(CNC(=O)C2CCN(c3nn4cc(-c5ccc(OC)cc5)nc4s3)CC2)cc1
→ ·	106%[activator]	·	5	·	3%	·
> COc1ccc(S(=O)(=O)n2nc(-c3ccco3)nc2NCc2ccc(C(C)C)cc2)cc1
→ ·	37%[activator]	·	5	·	1%	·
> CC(C)(C)CC(=O)NC[C@H]1OC[C@@H](N(Cc2ccccc2)Cc2ccccc2)[C@@H]1O
→ -14%[88.5 µM]	0%[87.6 µM]	?	-2	0%[172 µM]	-8%[87.6 µM]	?
> CCOC(=O)c1[nH]c2ccccc2c1NC(=O)c1ccc(OCC)cc1
→ ·	33%[activator]	·	-5	·	4%	·
> O=C(OCc1ccccc1Cl)c1ccc(-c2nnn(Cc3ccccc3)n2)cc1
→ ·	-4%	·	24	·	-12%	·
> CC(=O)N1CCCc2cc(S(=O)(=O)N3CCCC(C(=O)NCc4ccccc4)C3)ccc21 (centres undefined)
→ ·	-17%	·	-10	·	8%	·
> Cc1ccc(S(=O)(=O)N2CCC(n3cnnc3C)CC2)c(C)c1
→ i	-10%	?	-6	-11%	5%	-21%
> COc1cccc(CN2CCCC(Cc3ncc(C)n3Cc3ccccc3)C2)c1 (centres undefined)
→ -12%	-28%	?	9	5%	?	?
> CCCCN(CC)C(=O)CSc1nc2n[nH]c(C)c2c(=N)n1-c1cccc(Cl)c1
→ ·	-8%	·	-15	·	-10%	·
> c1ccc(-c2nnc([C@H]3CCN(C4CCC4)C3)o2)cc1
→ i	53%[activator][87.6 µM]	-14%[230 µM]	0	25µM*	-7%[87.6 µM]	?
> CCOc1cc(=O)n2c(c1C(=O)Nc1ccc(S(N)(=O)=O)cc1)CCCC2
→ i	-2%	2%	-8	8%	11%	-10%
> CN(C)c1ccc(CN2C[C@H](O)C[C@H]2c2nc(-c3cccnc3)no2)cc1
→ i	29%[87.6 µM]	-5%[174 µM]	0	-2%[172 µM]	0%[87.6 µM]	-6%[172 µM]
> CCC(=O)NCCC1CCN(C(=O)Nc2cc(F)cc(F)c2)CC1
→ i	8%	-4%	-8	?	6%	16%
> CC(C)(C)c1coc([C@@H]2COCCN2C2CCC2)n1
→ i	6%[87.6 µM]	-17%[174 µM]	11	-6%[230 µM]	0%[87.6 µM]	-13%[230 µM]
> O=C(Cc1ccccn1)NC1CCN(C(=O)c2ccc(-c3cccs3)cc2)CC1
→ i	11%	-28%	11	·	-4%[12.5 µM]	?
> Cc1ccc2oc(=O)c3cnn(CC(=O)N4CCN(c5ccccc5)CC4)c3c2c1
→ ·	37%[activator]	·	4	·	4%	·
> Cc1cccc2nc(C(=O)N3CCCC(c4[nH]ncc4-c4ccccc4)C3)cn12 (centres undefined)
→ 3%[11.5 µM]	-4%	?	13	-1%	-32%	?
> O=C(c1ccccc1OCC1CCCN(C2CCCC2)C1)N1CCOCC1 (centres undefined)
→ 1%	-12%	-27%	-4	-1%	-12%	-17%
> CC(=O)Nc1ccc(S(=O)(=O)N[C@H]2CO[C@H]3[C@@H]2OC[C@@H]3n2nnnc2-c2ccc(N(C)C)cc2)cc1
→ -15%	-14%	5%	3	3%	7%	-4%
> COc1ccc(OC)c(C(C)NC(=O)Cn2c(=O)cc(C)c3c(C)nn(-c4ccc(C)cc4)c32)c1 (centres undefined)
→ ·	4%	·	12	·	-9%	·
> CCCNC(=O)N1CCC(Cc2noc(C3CC3)n2)C1 (centres undefined)
→ 1%	-17%	-7%	-5	·	-3%	-7%
> CC(C)(C)C(=O)N1CCCC(c2nn(-c3ccccc3)c(=O)[nH]2)C1 (centres undefined)
→ -7%[88.5 µM]	40%[activator][87.6 µM]	-18%[138 µM]	3	-15%[172 µM]	-4%[87.6 µM]	-17%[172 µM]
> C#CCO[C@@H]1CCN(S(=O)(=O)c2cccs2)[C@H](C(=O)N[C@H](C)C(N)=O)C1
→ ?	-27%[87.6 µM]	-11%[174 µM]	7	-4%[172 µM]	1%[87.6 µM]	-17%[172 µM]
> Cn1c(CNC(=O)Cn2nc3c(cc2=O)CCCCC3)nc2ccccc21
→ i	16%	-3%	2	0%	-3%	-6%
> O=C(c1ccccc1)N1CCCC(C(=O)N2CCCC(c3nc4ccncc4[nH]3)C2)C1 (centres undefined)
→ i	29%	-21%	8	·	?	-17%
> Cc1ccc(-c2cn3c(n2)CO[C@@H](CNCc2ccc(S(C)(=O)=O)cc2)C3)cc1
→ i	42%[activator][87.6 µM]	-28%[174 µM]	7	?	2%[87.6 µM]	?
> Cc1cccc(S(=O)(=O)N(C)CC2CCOC2)c1 (centres undefined)
→ i	-8%	i	16	0%	1%	9%
> O=[S+]([O-])(c1cccc(C(F)(F)F)c1)N1CCCC2(CC(c3cccc(C(F)(F)F)c3)=NO2)C1 (centres undefined)
→ 2%	11%	-28%	0	·	3%	-19%
> O=C1C(c2cccc(Br)c2)N(CCc2ccccc2)C(=O)CN1C1CCCCC1 (centres undefined)
→ ·	2%	·	-2	·	-10%	·
> CCOc1ccc(CCNC(=O)Cn2c(-c3cccs3)cc3cc(F)ccc32)cc1OCC
→ ·	-23%	·	-13	·	-1%	·
> COCCNC(=O)c1cnc2cc(C)nn2c1
→ -20%[88.5 µM]	14%[87.6 µM]	-4%[138 µM]	9	·	11%[87.6 µM]	4%[172 µM]

# Only part of the results is shown, so the mix of outcomes need not match the whole.
